High-throughput results: PubChem BioAssay, NCI
Growth percent in the NCI-60 one-dose screen (48 h, 10 µM unless noted): 100 = growth as untreated, 0 = no growth, -100 = all killed.
OVCAR-3 = OVCAR-3 ovarian cancer | 7% of 79,000 active | AID 1794787
OVCAR-8 = OVCAR-8 ovarian cancer | 4.4% of 81,000 active | AID 1794782
SK-OV-3 = SK-OV-3 ovarian cancer cells. 3.2% of 80,000 active. AID 1794785
DU-145 = DU-145 prostate cancer; 4.2% of 81,000 active; AID 1794760
IGROV1 = IGROV1 ovarian cancer. 4.7% of 79,000 active
OVCAR-5 = OVCAR-5 ovarian cancer; 2.9% of 82,000 active
OVCAR-4 = OVCAR-4 ovarian cancer cells; 3.7% of 80,000 active; AID 1794784
NCI/ADR-RES = NCI/ADR-RES ovarian cells; AID 1794790; 4.4% of 81,000 active
* = called active by the depositor; nt = not tested or not shown; & = joins results of further samples. The calls were made as follows: active = growth percent below 10; inactive = the rest.

1. Cc1cc(=O)n(Cc2ccco2)c(=S)[nH]1
2. Cc1cc([N+](=O)[O-])c2ccccc2c1NS(=O)(=O)c1ccccc1
3. COc1ccc(Nc2ncccc2NC(=O)/C=C/c2ccc(Cl)cc2)cc1
4. O=C(c1nc2ccccc2[nH]1)C1C(c2cccs2)C2CC3CCCC[C@H]3N2[C@@]12C(=O)Nc1cc(Cl)ccc12 (stereo partly drawn)
5. CC1=C(c2ccc(Cl)cc2)OC(C(C)C)C2(C#N)C(=N)NC(=O)C12C#N (stereo not drawn)
6. COc1cc(/C=N\NC(=O)c2c(C)nn(CC(O)c3ccccc3)c2N)ccc1OC(F)F (stereo not drawn)
7. CCOC(=O)CSc1ncnc2c1c(-c1ccccc1)cn2C1CCCCC1
8. Cc1nc2cc(Cl)ccc2c(=O)n1-c1c(CC(=O)O)cnn1C
Assay by compound,1,2,3,4,5,6,7,8
OVCAR-3,110.6,104.9,95.8,77.7,83.8,nt,101.6,115.8
OVCAR-8,99.7,101.1,83.7,73.6,100.5,96.5,93.1,110.9
SK-OV-3,108.6,101.4,102.8,84.7,95.8,101.4,78.4,97.3
DU-145,107.2,111.6,104.7,73.8,99.1,106.3,106.7,102.5
IGROV1,111.8,98.0,132.5,50.5,100.3,89.2,102.3,92.7
OVCAR-5,98.6,100.2,110.5,75.2,104.7,90.2,85.1,93.6
OVCAR-4,108.8,98.5,90.7,57.0,88.8,98.6,106.7,136.6
NCI/ADR-RES,107.7,99.1,94.0,66.2,88.0,97.2,106.3,96.0

9. C/C(=N\O)C(=O)c1ccc(C)cc1
10. O=C1NNC(c2ccccc2)=N/C1=C\c1ccccc1Cl
11. N#Cc1ccc(C(=O)c2c(N)c(C#N)cn2Cc2ccc(Cl)cc2Cl)cc1
12. COC(=O)[C@H]1O[C@@H](n2cnc3c(=O)[nH]cnc32)[C@H](O)[C@@H]1O
13. NS(=O)(=O)c1ccc(CCNC(=O)CSc2ccc(-c3ccc(Br)cc3)nn2)cc1
14. COc1ccccc1CNC(=O)c1nc(-c2cc(OC)c(OC)c(OC)c2)n(-c2ccc(OC)c(OC)c2)n1
15. CC1(O)CCC2CC3OC3(C)CCC3OC3(C)CCC1C2(C)C (stereo not drawn)
16. Cc1cccc(Oc2cc(Oc3cccc(C)c3)c3c(c2)Oc2ccccc2NC3=O)c1
Assay by compound,9,10,11,12,13,14,15,16
OVCAR-3,110.7,121.6,119.8,107.7,91.0,101.2,69.4,84.7
OVCAR-8,103.1,98.1,100.8,104.7,64.6,nt,83.0,86.5
SK-OV-3,102.1,102.8,113.1,nt,73.0,108.3,104.0,94.4
DU-145,108.0,115.2,102.2,108.8,71.1,106.4,nt,81.5
IGROV1,104.2,106.9,121.9,114.1,72.1,68.3,89.5,82.6
OVCAR-5,103.3,108.6,106.0,106.7,94.9,96.9,108.9,90.3
OVCAR-4,99.3,94.9,107.3,104.3,49.3,97.3,108.6,67.7
NCI/ADR-RES,107.5,106.1,99.7,110.0,101.9,88.2,109.1,74.0

17. O=C1OC(c2ccccc2)(N(Nc2ccccc2)c2ccccc2)c2ccccc21 (stereo not drawn)
18. N#C/C(=C/NC(=S)Nc1ccccc1)C(N)=O
19. O=C(N=Nc1c(O)[nH]c2ccccc12)Nc1ccc(Br)cc1
20. Cn1cc(-c2nnc(N)nc2-c2c[nH]c3ccc(F)cc23)c2cc(F)ccc21
21. COc1ccc(COc2ccc(/C=C3/C(=O)Nc4cc(Cl)ccc43)cc2)cc1
22. CC1(C)OC2OC(Cn3cc(COc4ccc5ccc(=O)oc5c4)nn3)C3OC(C)(C)OC3C2O1 (stereo not drawn)
23. N#Cc1cc2c(N)c(C(=O)c3ccc(Cl)cc3)sc2nc1N
24. O=C1CC(c2nc3ccccc3o2)CN1C1CCCCC1 (stereo not drawn)
Assay by compound,17,18,19,20,21,22,23,24
OVCAR-3,92.0,112.5,97.4,78.6,102.1,107.9,119.9,102.9
OVCAR-8,95.0,103.4,98.9,90.3,96.3,105.7,95.2,100.9
SK-OV-3,104.7,99.5,97.0,88.4,107.4,114.6,98.0,98.9
DU-145,130.9,106.1,93.3,88.2,98.2,104.4,100.1,111.7
IGROV1,116.5,101.2,85.2,35.7,92.4,108.2,87.3,97.7
OVCAR-5,101.7,106.0,81.4,108.6,96.2,117.5,89.9,106.5
OVCAR-4,95.7,109.2,102.4,98.4,93.5,103.0,121.7,100.4
NCI/ADR-RES,84.4,101.3,97.2,86.7,94.4,100.9,100.7,99.1

25. CC1CCCc2c1nn(C(=O)/C=C(\N)c1ccccc1)c2N (stereo not drawn)
26. CC(=O)N1C(=O)C2C3C=CC(C3)C2C(=O)N1C(C)=O (stereo not drawn)
27. NC(=S)N/N=C(/c1ccccc1)c1ccccc1N
28. CC(=O)c1c(F)ccc2ccccc12
29. O=C(O)c1ccc(NC(=O)c2ccc(-n3c(=O)[nH]c4ccccc4c3=O)cc2)cc1
30. CCCCCCCCCCCCCCCCCCOc1ccccc1CC(=O)OCC[N+]1(C)CCCC1
31. COc1ccc2oc3c(C)c4c(c(C)c3c2c1)C(=O)N(CCN1CCCCC1)C4=O
32. OCCN(CCO)C1c2ccccc2-c2ccccc21
Assay by compound,25,26,27,28,29,30,31,32
OVCAR-3,49.1,112.0,50.7,113.6,122.7,22.3,106.2,109.4
OVCAR-8,66.0,99.2,64.7,97.4,105.0,11.9,84.0,107.9
SK-OV-3,63.4,119.5,107.9,96.7,111.6,94.1,99.7,83.5
DU-145,59.3,98.3,94.2,113.6,109.7,45.4,101.8,103.3
IGROV1,55.6,80.4,40.1,101.3,108.9,-58.0*,93.8,101.7
OVCAR-5,74.1,97.7,94.8,108.6,107.3,37.3,114.4,92.7
OVCAR-4,91.4,71.8,78.5,111.2,100.1,27.9,105.3,96.6
NCI/ADR-RES,33.2,96.8,74.2,111.6,101.4,82.3,94.2,94.9

33. N#Cc1c(-c2ccc(F)cc2)nc(SCc2nc3ccccc3[nH]2)nc1N1CCNCC1
34. O=C(O)CCCN1C(=O)/C(=C/c2cnc(-c3ccccc3)s2)SC1=S
35. COc1ccc(CCN2C(=O)CCC3=C2CCCC3=O)cc1OC
36. C=C(C)COC(OCC(=C)C)C(C)C
37. CC[N+](C)(C)C(C)(C)C
38. C=CC(=O)NCCCNc1nc(Cl)nc2cc(OC)c(OC)cc12
39. O=C(O)Cc1ccc(-c2ccccc2)cc1
40. O=C(N/N=C\c1ccccc1)c1ccc2nc(-c3ccc([N+](=O)[O-])cc3)[nH]c2c1
Assay by compound,33,34,35,36,37,38,39,40
OVCAR-3,109.1,108.8,119.8,106.9,105.5,103.6,109.5&114.5,112.0
OVCAR-8,101.5,77.9,102.1,97.2,108.2,101.2,103.6&108.6,111.8
SK-OV-3,91.2,141.4,100.0,102.7,112.7,92.5,105.6&97.9,98.5
DU-145,120.1,90.6,nt,103.0,105.9,77.1,112.1,109.5
IGROV1,100.3,110.0,107.9,106.0,nt,49.2,108.6&103.2,105.8
OVCAR-5,96.8,99.0,103.7,98.2,99.4,81.0,104.7&96.2,92.2
OVCAR-4,110.1,101.1,101.6,107.8,110.3,109.3,117.1&114.8,105.6
NCI/ADR-RES,94.3,69.7,98.2,102.6,116.3,91.0,109.1&109.5,105.9

41. C/C(=N\NC(=O)c1ccncc1)c1cccc(Br)c1
42. COc1ccc(Nc2nnc(-c3ccc4c(c3)OCO4)o2)cc1
43. CNC(=O)NCN1C(=O)c2cccc3cccc(c23)C1=O
44. Cc1ccc(S(=O)(=O)NNC(=O)C23CCC(CC2)C3)cc1
45. COc1ccc(N2C(=O)CC(Nc3ccc(F)cc3)C2=O)c([N+](=O)[O-])c1 (stereo not drawn)
46. CC1(C)OCC2OC3(C(=O)O)OC(C)(C)OC3C2O1 (stereo not drawn)
47. COc1ccc2nc(Cl)c(-c3nnc(-c4ccccc4)o3)nc2c1
48. CC1=CC(=Nc2cc(Cl)c(O)c(Cl)c2)C=CC1=O
Assay by compound,41,42,43,44,45,46,47,48
OVCAR-3,126.4&135.6,109.1,105.6,92.7,110.6,99.2,nt,108.6
OVCAR-8,103.3&106.9,80.3,94.2,103.9,102.9,nt,104.7,102.5
SK-OV-3,103.5&105.4,94.8,88.5,98.4,98.1,100.6,102.8,108.5
DU-145,121.8&110.8,91.4,103.8,92.8,116.6,104.5,109.7,108.8
IGROV1,110.2&132.3,82.8,101.7,104.2,36.0,105.7,111.3,100.7
OVCAR-5,95.5&101.9,85.6,101.8,108.0,90.6,105.9,110.0,100.8
OVCAR-4,115.9,100.8,101.8,112.8,nt,117.7,104.4,92.0
NCI/ADR-RES,123.1&111.6,79.4,101.0,112.9,100.6,106.6,110.0,114.3

49. CCOC(=O)C1=C(C)NC(C)=C(C(=O)OC(C)(C)C)C1c1cccc(C#N)c1 (stereo not drawn)
50. O=CNC(c1ccccc1)(c1ccccc1)c1ccccc1
51. Cc1ccc(C2=N[C@@H](C)C(=O)c3c(nc4ccccn34)N2)cc1
52. COc1ccc(/C=C/C(=O)c2nnn(-c3ccc(C(=O)O)cc3)c2C)cc1
53. NS(=O)(=O)c1ccc(-c2cc(-c3nnc(SC/C(=N/O)c4ccccc4)n3-c3ccccc3)c3ccccc3n2)cc1
54. O=C(N(c1ccccc1)c1ccccc1)n1ccc2nc(Cl)nc(Cl)c21
55. Cc1ccc(Cn2cc(CSc3nc4ccccc4s3)nn2)cc1
56. CCCn1c(O)c(N=Nc2ccc(S(N)(=O)=O)cc2)c2cc(Br)ccc21
Assay by compound,49,50,51,52,53,54,55,56
OVCAR-3,106.2,110.5,90.4,113.7,100.8,30.0,102.1,110.0
OVCAR-8,96.2,97.9,93.8,101.9,85.9,63.2,105.5,76.5
SK-OV-3,131.5,133.7,90.2,108.0,117.8,49.7,115.5,114.5
DU-145,104.1,119.0,111.8,104.0,94.8,33.8,103.6,101.4
IGROV1,94.9,97.7,70.9,100.5,104.8,68.5,98.4,98.0
OVCAR-5,99.8,102.1,94.0,99.0,109.3,64.2,96.4,89.1
OVCAR-4,100.7,101.2,88.7,115.0,104.5,63.3,95.3,91.5
NCI/ADR-RES,89.6,111.9,79.6,100.0,97.9,35.8,104.8,84.4

57. COc1c2c(cc3occc13)O/C(=C\c1ccc(Cl)cc1)C2=O
58. C=C(C)C(=O)O[C@H]1C[C@@]2(C)OC(=CC2=O)/C(CO)=C\[C@H]2OC(=O)C(=C)[C@H]12
59. O=C(O)[C@@H]1c2ccccc2C(=O)N(c2ccc(F)cc2)[C@H]1c1ccc(F)cc1
60. O=c1[nH]cnc2c1C(c1ccc(Cl)cc1)c1sc3c(F)cccc3c1O2 (stereo not drawn)
61. NC1CC2(CCN(c3cnc(C(=O)Nc4cc(F)cc5cccnc45)cn3)CC2)C1
62. CCc1c(C)c2cc3nc(-c4ccc(C(=O)O)cc4)oc3c(C)c2oc1=O
63. CC(C)CCNC(=O)Cn1cccc(NC(=O)OCc2ccccc2)c1=O
64. NNC(=O)CSc1nc2ccccc2c(=O)n1CCc1ccc(S(N)(=O)=O)cc1
Assay by compound,57,58,59,60,61,62,63,64
OVCAR-3,103.3,-93.6*,109.6,97.8,85.2,104.8,106.7,97.2
OVCAR-8,94.1,8.5*,96.0,96.8,94.6,76.1,103.9,108.7
SK-OV-3,109.8,81.6,85.4,104.3,107.4,79.3,101.0,124.0
DU-145,142.4,-25.2*,109.9,96.8,81.3,106.6,108.9,94.8
IGROV1,78.3,-36.0*,103.1,78.5,64.8,108.1,111.8,105.9
OVCAR-5,116.4,-56.5*,109.1,94.2,85.9,113.1,127.1,103.2
OVCAR-4,129.8,17.4,108.2,78.4,95.2,104.8,98.7,111.2
NCI/ADR-RES,103.4,11.6,97.3,93.5,89.2,96.4,93.9,109.8

65. Cc1[nH]c(C2CC(c3ccc(C(F)(F)F)c(F)c3)=NN2c2ccccc2)c(C)c1C(=O)O (stereo not drawn)
66. CSc1ccc(C(=O)Nc2ccc3nn(/C(C#N)=C/c4ccccn4)nc3c2)cc1
67. CC(C(N)=O)N1CCN(c2ccccc2)CC1 (stereo not drawn)
68. Cc1cnoc1C(=O)Nc1nn(Cc2ccc(C(F)(F)F)cc2)c2ccccc12
69. COc1ccc(-c2c(N)n[nH]c2-c2cc3c(c(OC)c2OC)OCO3)cc1
70. NS(=O)(=O)Oc1ccc(NC(=O)C2CCCCC2)cc1
71. CC(=O)OCC(=O)[C@@]1(O)CC[C@H]2[C@@H]3CC[C@@H]4C[C@H](O)CC[C@]4(C)[C@H]3C(=O)C[C@@]21C
72. CCN(c1ccccc1)S(=O)(=O)c1ccccc1N
Assay by compound,65,66,67,68,69,70,71,72
OVCAR-3,96.4,-92.6*,107.5,96.2,107.8,97.8,121.7,108.2
OVCAR-8,91.3,-1.5*,106.8,97.8,103.7,96.8,107.2,107.8
SK-OV-3,106.8,30.8,109.4,79.8,105.8,104.0,108.7,101.9
DU-145,96.4,-97.0*,104.9,97.5,108.5,101.5,119.7,111.8
IGROV1,74.6,-83.0*,113.2,80.0,96.4,97.9,93.3,110.2
OVCAR-5,98.9,-86.2*,104.9,97.9,85.5,105.7,111.9,117.4
OVCAR-4,83.3,15.8,97.5,105.8,99.1,105.9,116.2,99.7
NCI/ADR-RES,95.6,2.3*,97.8,90.3,96.8,102.4,110.0,102.0
